Assay outcomes as filed in PubChem.
CYP2C9 inhib – blockers of cytochrome P450 2C9 activity – biochemical, luminescence, ADME assay, primary screen. P11712. CYP2C9 Supersomes, luciferin-H conversion. inhibition, % at 5 µM. 20% of 96,000 active. AID 777, 2007;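 active = blocking of liver enzyme CYP2C9 beyond about 50% at 5 µM, limit read from the data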; note: values of inactives mirror those of a sister screen read the other way
Target sequence (P11712 whole entry, looked up): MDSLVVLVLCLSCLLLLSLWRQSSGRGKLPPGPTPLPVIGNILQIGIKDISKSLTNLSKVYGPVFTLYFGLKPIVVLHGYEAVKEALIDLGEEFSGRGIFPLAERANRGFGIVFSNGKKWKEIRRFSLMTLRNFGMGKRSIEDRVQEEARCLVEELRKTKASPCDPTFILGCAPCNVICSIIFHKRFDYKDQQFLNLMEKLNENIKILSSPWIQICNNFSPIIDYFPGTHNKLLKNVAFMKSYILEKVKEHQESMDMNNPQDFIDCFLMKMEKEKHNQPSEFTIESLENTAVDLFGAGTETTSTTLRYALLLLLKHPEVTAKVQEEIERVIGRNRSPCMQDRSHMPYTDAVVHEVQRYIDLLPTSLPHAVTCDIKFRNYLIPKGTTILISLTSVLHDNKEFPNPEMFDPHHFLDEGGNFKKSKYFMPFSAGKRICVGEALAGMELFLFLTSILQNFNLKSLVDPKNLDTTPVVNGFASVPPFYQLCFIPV
CYP2C19 inhib – blockers of cytochrome P450 2C19 activity – biochemical, luminescence, ADME assay, primary screen. 21% of 96,000 active. CYP2C19 Supersomes, luciferin-H EGE luminescence, 30 min. inhibition, % at 5 µM. P33261;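 active = CYP2C19 inhibition above a set limit at 5 µM in the primary screen, cut at about 50% in these data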;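 note: plate controls were negative control wells for no effect and 2.5 mM tranylcypromine positive control for full effect; values of inactives mirror those of a sister screen read the other way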
CYP2C9 activ – human CYP2C9 activators, primary screen, biochemical, luminescence | activation factor at 5 µM | 1.4% of 96,000 active | AID 1024, 2008 | recombinant CYP2C9, luciferin-H conversion; active compounds read high; factor 1 = untreated enzyme, 0 = blocked;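 active = activation factor of 2 or more for CYP2C9 at a 5 µM dose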;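 note: 0 = sulfaphenazole-blocked wells and 1 = vehicle-only wells; values of inactives mirror those of a sister screen read the other way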
IL1B cytotox – cytotoxicity in IL-1B stimulated HUVEC, primary screen, cytotoxicity control for IL-1B NFkB translocation project, imaging, Hoechst nuclear count, IL-1B stimulus. cell count reduction, % at 2 µM. HUVEC cell count loss. 0.41% of 94,000 active;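 active = cell count reduction more than 3 SD above the screen-wide mean, cut at about 70% in these data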;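 note: normalized per plate to untreated control cells as the no-loss baseline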
CYP2C19 act – human CYP2C19 activators, primary screen, biochemical, luminescence; recombinant CYP2C19, luciferin-H EGE luminescence; active compounds read high; 0 = fully inhibited enzyme, 1 = untreated enzyme; 96,000 tested, under 10 active; activation factor at 5 µM; AID 1025, 2008;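 active = activation factor of at least 2 at 5 µM in the primary screen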;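 note: 0 = wells with 2.5 mM tranylcypromine and 1 = vehicle-only wells; values of inactives mirror those of a sister screen read the other way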
HUVEC tox TNFa – cytotoxicity in TNFa-stimulated HUVEC, primary screen, cytotoxicity control for VCAM1 expression modulator project, imaging, Hoechst nuclei count; HUVEC TNFalpha-stimulated, Hoechst cell count; cell count reduction, % at 2 µM; 0.17% of 93,000 active; AID 848, 2007;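 active = cell count reduction exceeding the screen mean by over 5 SD, scaled to untreated wells per plate, cut at about 78% in these data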;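 note: cells counted after 24 h of TNF alpha exposure following the 1 h pretreatment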
Candida biofilm – clotrimazole potentiators killing Candida biofilms, primary screen, with clotrimazole, Alamar Blue; C. albicans biofilm + clotrimazole; inhibition, % at 6 µM; 0.14% of 85,000 active; AID 834, 2007;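 active = inhibition above 20%; inactive = inhibition below 20%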;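 note: preformed 24 hr biofilms exposed to compound for 48 hr; 0% = biofilm without compound and 100% = blank killed by clotrimazole plus chlorhexidine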
DAT uptake mod – changed hDAT dopamine uptake under cocaine IC80, either direction, primary screen, cocaine antagonist project, cell-based, LLC-PK1 hDAT, [14C]-dopamine uptake, MLSMR; Sodium-dependent dopamine transporter (Homo sapiens), Q01959; LLC-PK1 hDAT cells, [14C]-dopamine uptake with cocaine IC80; actives deviate in either direction; B-score at 10 µM; 1.3% of 110,000 active; AID 449768, 2010;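 active = Z score or B-score, a plate-position-corrected score, falls beyond the plate's 99.7% confidence bounds, in either direction; inactive = both scores lie inside the 99.7% bounds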;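 note: scored against the spread of the other compound wells on the same plate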
Target sequence (Q01959 whole entry, looked up): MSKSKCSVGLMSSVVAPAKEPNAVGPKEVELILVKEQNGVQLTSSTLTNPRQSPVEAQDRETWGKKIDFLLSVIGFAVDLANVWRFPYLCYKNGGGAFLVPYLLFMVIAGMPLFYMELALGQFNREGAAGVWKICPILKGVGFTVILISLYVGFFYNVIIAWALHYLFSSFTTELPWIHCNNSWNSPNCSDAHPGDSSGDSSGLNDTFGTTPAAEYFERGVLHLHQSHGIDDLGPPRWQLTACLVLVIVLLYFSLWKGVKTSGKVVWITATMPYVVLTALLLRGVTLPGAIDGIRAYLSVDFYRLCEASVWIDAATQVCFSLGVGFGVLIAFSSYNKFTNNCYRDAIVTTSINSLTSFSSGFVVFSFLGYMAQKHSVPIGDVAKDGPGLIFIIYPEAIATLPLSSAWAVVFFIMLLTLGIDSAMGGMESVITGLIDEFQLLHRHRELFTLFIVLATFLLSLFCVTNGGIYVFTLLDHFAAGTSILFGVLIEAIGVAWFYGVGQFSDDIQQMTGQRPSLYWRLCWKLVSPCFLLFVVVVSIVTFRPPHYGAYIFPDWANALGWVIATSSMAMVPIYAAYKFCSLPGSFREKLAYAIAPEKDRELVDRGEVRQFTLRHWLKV
VCAM1 TNFa inh – inhibitors of TNFa-induced VCAM1 expression, primary screen, imaging, HUVEC, TNFa stimulus, immunofluorescence; HUVEC TNFa-induced VCAM-1 immunofluorescence, high-content imaging; inhibition, % at 2 µM; 0.48% of 95,000 active;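 active = inhibition above the batch mean plus 3 SD, with images confirmed as a hit by eye, cut at about 37% in these data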;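 note: 0% = TNF-stimulated DMSO wells and 100% = unstimulated control wells; not every result past the cut was called active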
Numbers without * were called inactive; x = not tested or not shown; & = joins results of further samples. An unsorted share of the library (roughly 29% active in at least one column).

smiles,CYP2C9 inhib,CYP2C19 inhib,CYP2C9 activ,IL1B cytotox,CYP2C19 act,HUVEC tox TNFa,Candida biofilm,DAT uptake mod,VCAM1 TNFa inh
CC(Oc1ccc(Cl)cc1Cl)c1nc(-c2ccccn2)no1 (stereo unspecified),92*,96*,0.1,12,0,75,-6,0.013,-22
COc1cc(OC)cc(C(=O)Nn2cc(C(=O)N3CCN(C)CC3)c3ccccc3c2=O)c1,58*,11,0.4,12,0.9,-38,0,0.92,-24
CN(C(=O)c1cnc2n(c1=O)CCS2)C1CCCCC1,16,5,0.8,1,1,-5,-2,0.065,10
Cc1cc(C)n(-c2nc(C)nc(N)n2)n1,-20,-18,1.2,8,1.2,-9,4,-0.33,12
COc1ccc(/C=C/C(=O)N(C(C)C)C(C)C)cc1Br,-12,60*,1.1,-6,0.4,-9,x,0.083,23
CCC(C)c1ccccc1NC(=S)Nc1cccnc1 (stereo unspecified),25,42,0.8,-23,0.6,-16,14,0.18,-4
Brc1ccc(-c2nc3ccccc3s2)s1,2,-8,1,2,1.1,-16,9,-1.3,-25
Cc1cc(N/C=C\C(=O)c2ccc(Cl)c(Cl)c2)no1,8,40,0.9,-3,0.6,0,8,-0.19,17
Cc1ccc(-c2n[nH]c(=O)c3ccccc23)cc1S(=O)(=O)NCCO,-1,22,1,-11,0.8,-19,1,1.1,7
C=CCNc1nc(-c2ccccc2)c(C(=O)OCC)cc1C#N,25,26,0.8,17,0.7,-2,x,-0.04,-8
CCOC(=O)c1cc(NC(=O)N2CCCCC2)c(C)nc1C,-10,11,1.1,-46,0.9,-11,8,-0.21,-6
COC(=O)c1ccc(COC(=O)c2ccc(N(C)C)cc2)cc1,-17,6,1.2,5,0.9,-20,3,-0.017,12
Cc1c(C(=O)N2CCN(c3ccccn3)CC2)oc2ccccc12,41,85*,0.6,-20,0.1,-3,3,1.4,31
COC(=O)CCC(=O)NNC(=O)c1ccc(Cl)cc1Cl,17,13,0.8,-2,0.9,-3,x,-4.7*,5
CCOC(=O)c1cc(C(=O)Nc2ccc(C)c(F)c2)nn1C,1,18,1,-10,0.8,14,x,-0.5,6
COc1ccc(-c2nnc(SCC#CCO)o2)cc1OC,6,16,0.9,0,0.8,-28,0,0.48,3
CC1=NC(C)Cc2ccccc21 (stereo unspecified),-2,-10,1,8,1.1,-4,6,-0.22,-10
O=C(c1ccccc1)c1ccc2nc[nH]c2c1,40,57*,0.6,18,0.4,-18,-2,-0.9,19
O=[N+]([O-])c1cccc(N=NN(CCO)c2cccc([N+](=O)[O-])c2)c1,19,-6,0.8,-20,1.1,-13,4,-0.0031,1
CCC(C)c1ccccc1NC(=O)COC(=O)c1ccc(C)c(NC(=O)c2ccco2)c1 (stereo unspecified),44,75*,0.6,6,0.3,-13,x,0.02,-4
Cc1cc(C)c2c(CC(=O)N(CCC#N)Cc3cccnc3)coc2c1,-25,51*,1.3,-35,0.5,5,1,x,8
Cc1ccc(-c2cccc(NC(=O)C3C(C(=O)O)[C@@H]4C=C[C@H]3C4)c2)o1 (stereo partly specified),31,22,0.7,-4,0.8,-24,-5,0.52,-5
Cc1nc2ccc(S(=O)(=O)NC(C(=O)NCc3ccc4c(c3)OCO4)C(C)C)cc2s1 (stereo unspecified),31,51*,0.7,10,0.5,-14,1,-1.1,22
O=C(N1CCOCC1)N1CCC(NC(=O)C23CC4CC(CC(C4)C2)C3)CC1,x,x,x,-5,x,2,9,0.042,-1
Clc1ccc2[nH]cc(-c3nnnn3-c3ccccc3)c2c1,34,37,0.7,x,0.6,-18,x,-0.23,20
CCN(CC(=O)Nc1ccccc1OC)C(=O)Cn1cnc2ccccc2c1=O,14,2,0.9,-18,1,-1,1,-0.34,-3
COc1ccc(OC)c(S(=O)(=O)N(C)CC(=O)Nc2ccc3c(c2)OCCO3)c1,75*,27,0.2,-29,0.7,-11,-2,0.74,14
COC(=O)Nc1ncc(CN2CCC(c3ccccc3)CC2)s1,x,x,x,-16,x,-23,7,-1.1,-15
Cc1ccc2cc(C#N)c(SCC(=O)NCc3ccco3)nc2c1,75*,11,0.2,8,0.9,-2,6,-0.3,18
Cc1c(C(=O)NCC2COc3ccccc3O2)oc2ccc(S(=O)(=O)N3CCOCC3)cc12 (stereo unspecified),56*,18,0.4,3,0.8,2,6,2,-10
C=CCN1C(=O)C(Cc2ccc(F)cc2)S/C1=N/N=C/c1cccs1 (stereo unspecified),27,1,0.7,-15,1,-4,5,-0.15,-12
COc1ccc(OC)c(S(=O)(=O)Nc2ccccc2F)c1,58*,86*,0.4,-18,0.1,-22,6,-0.02,10
c1csc(-c2nnc(Cc3cccc4ccccc34)o2)c1,x,x,x,-22,x,6,5,-0.015,14
COc1cc(C(=O)COC(=O)Cc2cnc3sccn23)cc(OC)c1OC,-13,9,1.1,x,0.9,x,3,0.0029,x
Cc1ccc(CNC(=O)c2ccc(CNc3c(N4CCCC4)c(=O)c3=O)cc2)cc1,51*,80*,0.5,0,0.2,-16,11,-0.81,-8
CCN(C(=O)COc1cc(=O)n(CC)c2ccccc12)c1cccc(Cl)c1,26,24,0.7,8,0.8,-3,x,0.3,2
Cc1nn(-c2nc(-c3ccco3)cc(C(F)(F)F)n2)c(C)c1Br,52*,16,0.5,19,0.8,9,5,-0.22,5
CCCCNC(=O)c1sc(=S)n2c1[nH]c(=O)c1ccccc12,94*,18,0.1,-2,0.8,-31,-8,-0.3,11
CCOc1ccc(N(CC)S(=O)(=O)c2ccc3c(c2)oc(=O)n3C)cc1,x,x,x,6,x,2,x,1.3,20
COCCn1nnnc1C(c1ccc(O)c(OC)c1)N1CCc2ccccc2C1 (stereo unspecified),28,31,0.7,x,0.7,x,6,-2.4&-0.35,x
O=C(CNC(=O)c1ccc([N+](=O)[O-])cc1)c1ccccc1,-24,26,1.2,-5,0.7,x,x,-0.028,-26
COc1ccc(C(c2nnnn2C2CCCCC2)N2CCN(c3ccc(OC)cc3)CC2)cc1 (stereo unspecified),85*,72*,0.1,14,0.3,-10,3,0.8,4
Cc1nc(N2CCN(C(c3ccccc3)c3ccccc3)CC2)[nH]c(=O)c1C,-5,-1,1.1,0,1,-22,5,0.19,9
Cc1nn(C)c(Oc2ccc(Cl)cc2)c1C=O,0,28,1,21,0.7,-5,x,0.04,-7
COC(=O)c1c(NC(=O)C2CC2)sc2c1CCCC2,29,11,0.7,-22,0.9,-24,17,0.0059,5
COc1ccc(OC)c(NC(=O)C2CCN(c3cc(-c4ccccc4)nc4ncnn34)CC2)c1,32,52*,0.7,0,0.5,-20,5,1.4,5
CCOc1ccc(C)cc1-n1nc2ccccc2n1,41,12,0.6,x,0.9,-38,3,-1.4,11
CC(C)Cn1c(CCC(=O)O)ccc1-c1cccs1,x,x,x,11,x,-5,x,-0.61,11
CCCNC(=O)NC(=O)CSc1nc2cc(C(=O)OC)ccc2c(=O)n1-c1ccccc1,5,-3,1,4,1,-16,x,-0.28,-7
COc1ccc(NC(=O)C2CCN(C(=O)c3ccccc3)CC2)c(OC)c1,-10,12,1.1,2,0.9,-82,9,1.6,-48
O=C(/C=C/c1cccc(Cl)c1)c1nc2ccccc2[nH]1,1,44,1,-55,0.6,14,x,x,2
O=C(Nc1ccc(N2CCCC2)cc1)C(c1ccccc1)c1ccccc1,0,-4,1,7,1,-19,2,-0.076,-9
CCNS(=O)(=O)c1cc(OC)ccc1OC,90*,85*,0.1,-103,0.1,-26,0,-0.66,4
COc1ccccc1N1CCN(C(=O)c2ccc(C(C)(C)C)cc2)CC1,91*,75*,0.1,-25,0.2,x,4,0.86,x
CCOC(=O)C1=C(C)NC(=O)N(C(C)=O)C1c1ccc(Cl)cc1 (stereo unspecified),74*,88*,0.3,x,0.1,x,2,0.12,x
CCOC(=O)N1CCN(C(=O)c2ccc3c(c2)N(CC)CCS3)CC1,78*,4,0.2,1,1,-25,1,0.87,1

Whole records, looked up by structure. Screens in order: CYP2C9 inhib, CYP2C19 inhib, CYP2C9 activ, IL1B cytotox, CYP2C19 act, HUVEC tox TNFa, Candida biofilm, DAT uptake mod, VCAM1 TNFa inh
Entry for CCOC(=O)C1=C(C)NC(=O)N(C(C)=O)C1c1ccc(Cl)cc1 (stereo unspecified) = 74*, 88*, 0.3, x, 0.1, x, 2, 0.12, x
Entry for COc1ccccc1N1CCN(C(=O)c2ccc(C(C)(C)C)cc2)CC1 = 91*, 75*, 0.1, -25, 0.2, x, 4, 0.86, x

Next part:
smiles,CYP2C9 inhib,CYP2C19 inhib,CYP2C9 activ,IL1B cytotox,CYP2C19 act,HUVEC tox TNFa,Candida biofilm,DAT uptake mod,VCAM1 TNFa inh
CC(C(=O)NCc1cccs1)n1cccc1 (stereo unspecified),0,18,1,-1,0.8,-1,6,0.16,-28
Cc1cc(C)c2c(-n3cccc3)nn(CC#N)c2n1,6,20,0.9,8,0.8,-13,x,0.038,-3
O=C(c1ccccc1)N1CCN(C(=O)C23CC4CC(CC(C4)C2)C3)CC1,2,34,1,-64,0.7,48,7,1.7,-6
Cc1cc(C)n(CC2CC(=O)N(c3ccc(F)c(Cl)c3)C2=O)n1 (stereo unspecified),1,30,1,3,0.7,37,6,-1.3,0
Cc1nn(-c2nc3ccccc3n2Cc2ccccc2)c2c1C(=O)CC(C)(C)C2,66*,53*,0.3,9,0.5,6,5,0.21,-7
COc1c2ccc(C(=O)NCCCCc3ccccc3)cc2nn1C,4,11,1,-50,0.9,-1,x,0.43,17
Cn1c(=O)cc(N2CCCCC2)[nH]c1=O,x,x,x,-35,x,3,15,0.18,0
CCN(C(=S)Nc1ccccc1F)C1CCCCC1,13,42,0.9,4,0.6,-3,x,-0.048,-2
O=C(Nc1ccc2c(c1)OCCO2)C1CCCN1S(=O)(=O)c1cccc2cccnc12 (stereo unspecified),97*,15,0,x,0.8,x,0,-0.0095,x
Cc1cccc2c(C(=O)O)c3c(nc12)CCCCC3,2,9,1,-9,0.9,-11,x,-0.56,10
CCOc1c2ccc(C(=O)NCc3cc(C(F)(F)F)cc(C(F)(F)F)c3)cc2nn1C,12,14,0.9,-10,0.9,2,x,-0.98,4
COC(=O)C1=C(C)Nc2nnnn2C1c1ccco1 (stereo unspecified),37,20,0.6,-1,0.8,2,7,-0.61,18
CCC(Sc1ncccc1C(=O)OC(C)C)C(=O)N1CCOCC1 (stereo unspecified),21,6,0.8,-10,0.9,-11,7,0.0049,19
CCc1nnc(NC(=O)NCN2C(=O)C3C4C=CC(C4)C3C2=O)s1 (stereo unspecified),7,3,0.9,-11,1,x,4,-0.21,1
CCn1cc(C(=O)NCCCN2CC(C)CC(C)C2)c2cc(OC)c(OC)cc2c1=O (stereo unspecified),14,7,0.9,-23,0.9,-22,0,-0.23,8
CCOC(=O)C1=C(C)NC(C)=C(C(=O)OCC)C1C(=O)OCC(=O)N1CCc2ccccc2C1,79*,56*,0.2,-3,0.4,7,4,1.1,0
